# Screens: PubChem, several laboratories
# Arr AP2 block = inhibitors of beta-arrestin/AP2 binding, primary screen, biochemical, GPCR trafficking, flow cytometry. beta-arrestin 1 C-terminal peptide binding to AP2 beta2-adaptin appendage (human). FITC-arrestin peptide / GST-AP2 beads; AP2 beta2 appendage carries R879A mutation. inhibition, % at 10 µM. actives 0.31% (n = 340,000);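 active means inhibition above a set limit, near 3 SD of compounds lacking own fluorescence, cut at about 54% in these data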;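 further: plate controls were DMSO wells for no effect and 5 µM unlabelled arrestin peptide for full effect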
#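 test system = AP2 appendage R879A on GSH beads | buffer or medium = PBS plus Tween 20 (0.05%) and BSA (0.1%) | incubation = 12 min plus 1 h, RT | detection = bead flow cytometry, FITC channel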
# Pemphigus Ab inh = inhibitors of pemphigus antibody binding to DSG3, primary screen, biochemical, bead-based, flow cytometry, scFv-GFP; Desmoglein-3 (Homo sapiens), P32926; DSG3-coupled beads, scFv-anti-DSG3-GFP binding; active compounds read low; binding (percent of control), % at 10 µM; actives 0.48% (n = 310,000);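 active means binding more than 3 SD below its plate's average and above zero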;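 further: hits lower antibody fragment binding to DSG3; some compounds called inactive have numbers as strong as hits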
# NSD2 HMT inh = NSD2 histone methyltransferase inhibitors, primary screen, biochemical, AlphaScreen, single concentration, set 2; Histone-lysine N-methyltransferase NSD2 (Homo sapiens), O96028; NSD2 peptide methylation, 120 min; inhibition, % at 12.5 µM; actives 0.54% (n = 310,000); AID 743445, 2014; in the data active means inhibition above about 50%
# SR-BI DiI inh = inhibitors of SR-BI mediated HDL lipid uptake, primary screen, ldlA[mSR-BI] cells, fluorescence, single point. inhibition, % at 12.5 µM. ldlA[mSR-BI] CHO cells, DiI-HDL uptake fluorescence, 3 h. actives 0.96% (n = 320,000);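 active means mean replicate inhibition of at least 70% and a set share of replicates each scoring 70 or more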;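 further: 0% = median of neutral control wells and 100% = median of positive control wells; values of inactives mirror those of a sister screen read the other way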
# SUMO Mot1 rescue = yeast Mot1-301 growth rescue at high temperature, primary screen, SUMOylation pathway inhibitor project, S. cerevisiae, ATP luminescence, 38.5C; AID 2716, 2010; growth rescue, % at 18.8 µM; S. cerevisiae Mot1-301 growth rescue; percent above DMSO median, 100 means doubled; actives 1% (n = 320,000);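 active means every valid replicate shows activation above 250% relative to neutral control wells; inactive means the rest, any valid replicate at or below 250%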;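 further: OY570 slx delta 5 strain wells were the positive control but not used for scaling; some compounds called inactive have numbers as strong as hits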
# MITF act = activators of MITF-driven TRPM1 promoter reporter, primary screen, cell-based, SK-MEL-5, luciferase, single point; SK-MEL-5 TRPM1-promoter luciferase, 24 h; % of positive control, neutral wells = 0; activation, % at 12.5 µM; actives 0.75% (n = 300,000);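 active means mean activation of at least 80% with every replicate also reaching 80%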;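 further: 0% = neutral control wells and 100% = parthenolide positive control wells; values of inactives mirror those of a sister screen read the other way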
# PKA-R1A act = activators of PKA-R1A holoenzyme, primary screen, biochemical, fluorescence polarization, Cy5-IP20, bovine R1A, mouse PKAc; actives 0.083% (n = 340,000); PKA-R1A dissociation; scaled: DMSO 0%, 113 µM cGMP 100%; activation, % at 11.4 µM; cAMP-dependent protein kinase type I-alpha regulatory subunit (Bos taurus) + …;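 active means percent activation above the mean of all tested compounds plus 3 SD, cut at about 19% in these data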;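 further: higher means more PKAc released from R1A so a rise in polarization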
# dFosB act = activators of delta FosB homodimer, primary screen, biochemical, fluorescence polarization, TAMRA-CDK5 oligo, single point; Protein FosB (Mus musculus), P13346; purified delta FosB; percent of positive-control signal above neutral wells; activation, % at 25 µM; actives 0.99% (n = 340,000);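 active means mean activation above about 17%, with every replicate also reaching it, limit read from the data, passing the limit was not always enough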;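 further: fluorescence polarization rise as delta FosB binds a TAMRA Cdk5 AP-1 oligo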
# PKA-R2B activ = activators of PKA-R2B holoenzyme, primary screen, biochemical, fluorescence polarization, Cy5-IP20, human; cAMP-dependent protein kinase catalytic subunit beta (Homo sapiens) + cAMP-dependent …; activation, % at 11.4 µM; actives 0.079% (n = 340,000); PKA-R2B holoenzyme dissociation; R2B truncated from residue 108, S112A mutant; 0% DMSO only, 100% 113 µM cGMP;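 active means activation above a cutoff set at the mean over all compounds plus 3 SD, cut at about 18% in these data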;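 further: higher means more holoenzyme dissociation and a rise in polarization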
# Target sequence (P31323 whole entry, looked up, other chains not shown, the tested form may be a part): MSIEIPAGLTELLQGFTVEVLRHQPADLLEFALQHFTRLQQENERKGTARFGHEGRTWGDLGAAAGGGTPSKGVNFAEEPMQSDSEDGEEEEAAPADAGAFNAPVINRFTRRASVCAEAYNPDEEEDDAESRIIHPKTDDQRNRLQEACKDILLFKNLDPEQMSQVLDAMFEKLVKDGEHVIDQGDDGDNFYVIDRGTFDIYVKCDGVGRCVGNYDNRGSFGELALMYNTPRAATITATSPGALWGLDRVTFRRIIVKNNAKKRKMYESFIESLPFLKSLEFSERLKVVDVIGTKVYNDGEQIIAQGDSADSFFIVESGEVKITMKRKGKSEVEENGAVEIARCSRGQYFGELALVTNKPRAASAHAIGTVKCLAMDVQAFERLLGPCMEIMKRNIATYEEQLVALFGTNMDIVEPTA
# CDK5 p35 inh = inhibitors of human CDK5/p35 kinase, primary screen, biochemical, single concentration. Cyclin-dependent kinase 5 (Homo sapiens) + Cyclin-dependent kinase 5 activator 1 (Homo …. Recombinant CDK5/p35, ADP-Glo luminescence, 60 min. inhibition, % at 10 µM. actives 0.01% (n = 330,000);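 active means highest replicate inhibition of at least 50% and at least 75% of replicates reaching 50%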;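 further: plate controls were DMSO neutral control for no effect and GW8510 at 10 µM for full effect; many of its hits are not listed in these tables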
# Target sequence (Q00535 whole entry, looked up): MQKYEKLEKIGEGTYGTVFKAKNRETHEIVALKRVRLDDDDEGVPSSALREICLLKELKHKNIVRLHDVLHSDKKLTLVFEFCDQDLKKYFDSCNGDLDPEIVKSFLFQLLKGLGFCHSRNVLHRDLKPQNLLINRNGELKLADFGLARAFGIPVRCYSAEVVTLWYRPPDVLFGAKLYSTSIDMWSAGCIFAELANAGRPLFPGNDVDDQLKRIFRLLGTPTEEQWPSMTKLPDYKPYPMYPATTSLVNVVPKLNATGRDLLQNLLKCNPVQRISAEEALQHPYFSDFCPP
# Target sequence (Q15078 whole entry, looked up): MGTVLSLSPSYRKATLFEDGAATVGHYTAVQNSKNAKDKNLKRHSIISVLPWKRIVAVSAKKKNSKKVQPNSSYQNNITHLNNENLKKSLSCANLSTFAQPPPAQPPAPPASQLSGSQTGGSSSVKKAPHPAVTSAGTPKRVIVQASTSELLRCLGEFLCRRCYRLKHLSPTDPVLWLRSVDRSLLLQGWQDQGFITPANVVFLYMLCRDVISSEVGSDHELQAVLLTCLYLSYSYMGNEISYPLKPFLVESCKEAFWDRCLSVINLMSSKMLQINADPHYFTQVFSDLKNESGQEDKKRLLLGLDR
# SR-BI uptake up = activators of SR-BI mediated DiI-HDL uptake, primary screen, ldlA[mSR-BI] CHO cells, DiI fluorescence | 3 h; 100 = double the neutral-control signal | activation, % at 12.5 µM | actives 0.096% (n = 320,000) | AID 504775, 2011;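 active means mean replicate activation of at least 60% and every replicate at or above 60%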;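 further: 0% = median plate neutral-control signal and 100% = twice that signal; values of inactives mirror those of a sister screen read the other way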
#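 Test system: SR-BI-overexpressing, LDLR-lacking CHO cells; Also added: labelled HDL, 10 µg/mL; Measured by: bottom-read cell fluorescence after medium removal, ex 550/em 595 nm; Timing: 3 h uptake period with compound, 37 °C; Buffer or medium: F12, 0.5% BSA, 25 mM HEPES; Doses: single compound concentration, delivered by pin transfer.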
# Active calls of the source: *; nt = not tested or not shown.
SMILES,Arr AP2 block,Pemphigus Ab inh,NSD2 HMT inh,SR-BI DiI inh,SUMO Mot1 rescue,MITF act,PKA-R1A act,dFosB act,PKA-R2B activ,CDK5 p35 inh,SR-BI uptake up
COc1ccc2c(c1)C(c1cccs1)=NNC(c1ccncc1)=N2,-4,94,5,-21,-6,-4,10,0,6,0.7,21
CC(C)NC(=O)N(C)C[C@@H]1Oc2ccc(NC(=O)CCN3CCOCC3)cc2CC(=O)N([C@@H](C)CO)C[C@@H]1C,1,99,nt,-52,8,-5,-5,-9,-14,2.0,52
c1cc2c(cc1C1CCCCC1)c1c3n2CCCNC3CCC1 (centres undefined),2,112,3,3,nt,-99,-4,25*,6,0.5,-3
CCCCn1c(N)c(N(CCOC)C(=O)COC(=O)c2cc(CCC)c(C)s2)c(=O)[nH]c1=O,12,100,-2,9,-7,-1,-11,-12,-7,-0.8,-9
C=CCNC(=O)CSc1ccc(Cl)cc1,1,104,0,-4,-11,7,3,3,-1,-0.8,4
COc1ccc(C(=O)COC(=O)C(CC(C)C)N2C(=O)c3ccccc3C2=O)cc1 (centres undefined),19,100,-1,-35,-12,nt,0,-15,1,-1.1,35
CN(C1CCCC1)C1CCN(C(=O)CNC(=O)/C=C/c2cccc(C(F)(F)F)c2)CC1,25,85,4,0,19,-6,-1,-7,-1,-0.8,0
Cc1ccccc1C1=NC(C(F)(F)F)(C(F)(F)F)c2c(n(-c3ccc(F)cc3)c(=O)[nH]c2=O)N1,-3,111,26,8,5,-10,4,-1,-5,2.1,-8
COc1ccc(OC)c(S(=O)(=O)Nc2ccccc2C(F)(F)F)c1,24,nt,0,25,nt,nt,-7,-7,4,-1.3,-25
COc1ccc(NS(=O)(=O)c2cccc(C(=O)NCCCN3CCCC3=O)c2)cc1,-1,100,3,-19,124,7,1,2,-4,-2.6,19
CCN1CCCC1CNC(=O)c1cc2c(=O)n(C)c3ccccc3c2n1C (centres undefined),-12,112,nt,40,-15,-13,-10,-16,-11,2.7,-40
COC(=O)c1ccccc1S(=O)(=O)N1CCC(C(=O)OCC(=O)NC2CCCCC2C)CC1 (centres undefined),-2,99,1,-8,nt,-8,-11,-5,-10,-0.9,8
CCN(CC(=O)Nc1ccccc1C(F)(F)F)CC(=O)NC1CC1,-8,109,-1,-7,-9,6,1,-9,-6,-0.9,7
COc1ccccc1N1CN(Cc2ccccc2)CNC1=S,0,110,-4,-8,1,-15,-10,0,-10,2.0,8
COc1ccc(NC(=O)c2ccc(=O)[nH]c2)cc1S(=O)(=O)N1CCOCC1,39,105,-2,-8,nt,-1,-14,-6,-6,0.1,8
O=C(CNS(=O)(=O)c1ccc2ccccc2c1)Nc1ccc(F)c(F)c1F,-1,94,-1,-7,4,-10,1,-8,-5,0.2,7
COc1ccc(C2Oc3ccccc3N2C(C)=O)cc1 (centres undefined),18,nt,-2,-11,-5,nt,-9,2,7,-0.9,11
N=c1c(S(=O)(=O)c2ccc(Br)cc2)cc2c(=O)n3ccccc3nc2n1Cc1ccco1,9,101,1,-17,5,-6,-8,-19,4,-0.1,17
COc1cccc(CC(=O)N2CCC(n3nccc3NC(=O)C3CC3)CC2)c1,-14,112,-1,-6,-1,-5,0,0,2,-0.2,6
Cn1cc(CN2CCC(C(O)c3cccs3)CC2)c(-c2cccc(Cl)c2)n1 (centres undefined),-2,96,0,-10,-20,-3,7,-6,-6,-2.3,10
CCc1ccc(OC(=O)Cc2ccc(OC)c(S(=O)(=O)N3CCOCC3)c2)cc1,13,100,2,-2,-8,2,3,-17,-6,0.1,2
COc1ccccc1-n1c(N)c(C(N)=O)sc1=S,3,nt,-2,-31,10,-2,1,4,10,-3.0,31
Cc1nn(-c2ccccc2)c2sc(C(=O)NNC(=O)COc3ccccc3)cc12,-4,110,-2,21,7,-3,-11,-6,-3,-11,-21
COc1ccc(/C=C(\NC(=O)c2ccc([N+](=O)[O-])cc2)C(=O)NCCCn2ccnc2)cc1,7,94,1,-8,16,4,7,-3,1,0.1,8
Nc1ncnc2c1ncn2[C@@H]1O[C@H](CNC(=O)[C@@H](N)COCc2ccccc2)[C@@H](O)[C@H]1O,12,105,nt,7,nt,3,-4,3,-4,-7.5,-7
Cc1c(C)c(C)c(S(=O)(=O)NCCc2ccncc2)c(C)c1C,-1,103,0,10,478,nt,-4,-6,2,-0.5,-10
CCn1c(COc2ccc(C)cc2)nnc1SCC(=O)NCc1ccco1,-6,100,0,-3,23,0,6,-11,9,-6.6,3
CCn1c(SCC(=O)NCC(=O)Nc2ccc(F)cc2)nnc1-c1ccncc1,6,98,-1,0,90,1,-11,1,-9,1.6,0
Cc1ccc(S(=O)(=O)N(CC2CO2)c2ccccc2[N+](=O)[O-])cc1 (centres undefined),-4,104,-1,-16,-15,3,-3,0,-3,-0.2,16
O=C(NC1CCN(C(=O)NCc2ccccc2)CC1)c1ccc(F)cc1,-11,108,41,11,-3,8,-6,-1,9,-6.6,-11
CCOC(=O)Cn1nc(C)n(-c2cccc(Cl)c2)c1=O,9,nt,-4,-17,-6,-13,-1,-6,-3,-0.4,17
CCc1nc(NCCC(C)C)c2nnn(Cc3ccccc3)c2n1,-10,116,-4,25,-13,nt,8,3,-16,-0.8,-25
CN1C(C(=O)Nc2ccc(F)cc2F)=CC(c2ccco2)=NS1(=O)=O,-4,106,nt,8,274,nt,1,-11,4,1.6,-8
CCOC(=O)C1=C(COC(=O)c2ccc(OC(C)C)cc2)NC(=O)NC1C (centres undefined),38,100,5,16,-7,9,13,-19,10,2.9,-16
O=c1cc(Cl)[nH]c(=O)n1Cc1ccccc1,16,101,11,nt,-1,3,5,-1,0,0.1,nt
O=C(Nc1ccc(N2CCOCC2)cc1)c1cccc(-n2cnnc2)c1,16,nt,3,-4,6,-10,-8,-7,2,-1.0,4

# 5 compounds already listed, ordered by their value in dFosB act, ascending.
SMILES	dFosB act
CCOC(=O)C1=C(COC(=O)c2ccc(OC(C)C)cc2)NC(=O)NC1C (centres undefined)	-19
CC(C)NC(=O)N(C)C[C@@H]1Oc2ccc(NC(=O)CCN3CCOCC3)cc2CC(=O)N([C@@H](C)CO)C[C@@H]1C	-9
COC(=O)c1ccccc1S(=O)(=O)N1CCC(C(=O)OCC(=O)NC2CCCCC2C)CC1 (centres undefined)	-5
O=C(NC1CCN(C(=O)NCc2ccccc2)CC1)c1ccc(F)cc1	-1
COc1ccccc1N1CN(Cc2ccccc2)CNC1=S	0

# A different layout for part of the listing above.
smiles	Arr AP2 block	Pemphigus Ab inh	NSD2 HMT inh	SR-BI DiI inh	SUMO Mot1 rescue	MITF act	PKA-R1A act	dFosB act	PKA-R2B activ	CDK5 p35 inh	SR-BI uptake up
CCn1c(SCC(=O)NCC(=O)Nc2ccc(F)cc2)nnc1-c1ccncc1	6	98	-1	0	90	1	-11	1	-9	1.6	0
Cc1ccc(S(=O)(=O)N(CC2CO2)c2ccccc2[N+](=O)[O-])cc1 (centres undefined)	-4	104	-1	-16	-15	3	-3	0	-3	-0.2	16

# The results go on:
SMILES,Arr AP2 block,Pemphigus Ab inh,NSD2 HMT inh,SR-BI DiI inh,SUMO Mot1 rescue,MITF act,PKA-R1A act,dFosB act,PKA-R2B activ,CDK5 p35 inh,SR-BI uptake up
CC1CC(C)(C)NC(=S)N1CCC(=O)N1CCN(Cc2ccccc2)CC1 (centres undefined),-41,102,0,9,-4,0,-12,1,2,-2.3,-9
CSCCC(NC(=O)OC(C)(C)C)C(=O)Oc1ccc2c(=O)c(-c3ccc4c(c3)OCCO4)coc2c1 (centres undefined),-1,101,nt,27,37,nt,6,-1,1,0.6,4
CN(C)c1ccc(NC(=S)N(CCc2ccccc2)C2CC(=O)N(c3c(Cl)cccc3Cl)C2=O)cc1 (centres undefined),7,68,nt,19,3,-3,-8,-11,-6,0.5,-19
O=C(Nc1cccc(NC(=O)c2nccc3ccccc23)c1)c1ccco1,9,112,nt,-10,0,5,-8,-20,-9,-0.8,10

# Gathered by group: the entries above containing a nitro group on carbon
SMILES,Arr AP2 block,Pemphigus Ab inh,NSD2 HMT inh,SR-BI DiI inh,SUMO Mot1 rescue,MITF act,PKA-R1A act,dFosB act,PKA-R2B activ,CDK5 p35 inh,SR-BI uptake up
COc1ccc(/C=C(\NC(=O)c2ccc([N+](=O)[O-])cc2)C(=O)NCCCn2ccnc2)cc1,7,94,1,-8,16,4,7,-3,1,0.1,8
Cc1ccc(S(=O)(=O)N(CC2CO2)c2ccccc2[N+](=O)[O-])cc1 (centres undefined),-4,104,-1,-16,-15,3,-3,0,-3,-0.2,16
